Screening data as filed in PubChem BioAssay.
Rtt109 Vps75: inhibitors of C. albicans Rtt109/Vps75 HAT, primary screen, biochemical, ThioGlo CoA-SH fluorescence, plate reader. purified Rtt109/Vps75, 4 h. inhibition, % at 34.9 µM. actives 0.16% (n = 330,000);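 active = inhibition of at least 50% in every replicate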
Target sequence (Q5AAJ8 whole entry, looked up): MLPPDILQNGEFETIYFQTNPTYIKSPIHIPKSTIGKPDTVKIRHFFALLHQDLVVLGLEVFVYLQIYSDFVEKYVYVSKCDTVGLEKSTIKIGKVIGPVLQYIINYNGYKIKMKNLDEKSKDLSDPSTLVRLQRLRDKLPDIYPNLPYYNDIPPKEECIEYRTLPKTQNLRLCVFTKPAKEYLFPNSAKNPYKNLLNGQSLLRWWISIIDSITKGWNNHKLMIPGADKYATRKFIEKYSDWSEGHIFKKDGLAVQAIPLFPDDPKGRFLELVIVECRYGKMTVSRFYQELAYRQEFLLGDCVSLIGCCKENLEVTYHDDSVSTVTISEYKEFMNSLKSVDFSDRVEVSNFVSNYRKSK
CAL PDZ FP-1: untagged CAL PDZ binding inhibitors, primary screen, biochemical, fluorescence polarization, HTS. inhibition, % at 24.9 µM. Golgi-associated PDZ and coiled-coil motif-containing protein (Homo sapiens), Q9HD26. purified CAL PDZ, TMR-peptide fluorescence polarization, 1 h. actives 0.92% (n = 300,000). AID 602252, 2012;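 active = mean inhibition of at least 30% with at least half of replicates also reaching 30%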;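 also: 0% = DMSO neutral control and 100% = excess unlabeled competitor peptide PRC23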
CAL PDZ FP-2: CAL PDZ peptide-binding inhibitors, primary screen, biochemical, fluorescence polarization, Cer-tagged CAL PDZ, HTS. AID 504414, 2011. purified CAL PDZ, TMR-peptide fluorescence polarization, 1 h. Golgi-associated PDZ and coiled-coil motif-containing protein (Homo sapiens), Q9HD26. actives 0.02% (n = 330,000). inhibition, % at 20 µM;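 active = highest replicate inhibition of at least 40%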;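 also: plate controls were DMSO neutral control wells for no effect and unlabeled competitor peptide control wells for full effect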
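Control set: unlabelled peptide and DMSO controls / Material: purified CerCALP PDZ construct / Timing: 1 h incubation at room temperature before polarization reading / Doses: 20 µM, one dose / Detection: fluorescence polarization (mP)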
DAGLB inhibitor: DAGLB lipase inhibitors, primary screen, biochemical, fluorescence, HTS; inhibition, % at 5.17 µM; actives 0.059% (n = 340,000); AID 504411, 2011; HEK293T DAGLB membrane lysate, EnzChek fluorogenic substrate; in the data active = inhibition above about 34%;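 also: 0% = enzyme with vehicle and 100% = wells lacking enzyme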
RTF Ca sens inh: cardiac RTF calcium sensitivity inhibitors, primary screen, biochemical, IANBD-TnC fluorescence, EC70 calcium; Troponin I, cardiac muscle (Homo sapiens) + Troponin T, cardiac muscle (Homo sapiens) + …; IANBD-labeled cardiac RTF, Ca2+ fluorescence; inhibition, % at 7.15 µM; actives 0.12% (n = 340,000);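 active = inhibition above the mean inhibition of all tested compounds plus 3 SD, cut at about 17% in these data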;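 also: assay run at fixed EC70 calcium of 1.6 mM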
RTF Ca sens act: cardiac RTF calcium sensitivity activators, primary screen, biochemical, IANBD-TnC fluorescence, EC20 calcium | activation, % at 7.2 µM | Troponin I, cardiac muscle (Homo sapiens) + Troponin T, cardiac muscle (Homo sapiens) + … | actives 0.24% (n = 340,000) | IANBD-labeled TnC RTF fluorescence at EC20 calcium; 0% EC20 calcium, 100% full calcium;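 active = activation above the mean over all tested compounds plus 3 SD, cut at about 30% in these data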;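 also: rise in fluorescence read as greater calcium sensitivity of cardiac thin filaments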
SR-BI DiI-HDL act: activators of SR-BI mediated DiI-HDL uptake, primary screen, ldlA[mSR-BI] CHO cells, DiI fluorescence. actives 0.096% (n = 320,000). AID 504775, 2011. activation, % at 12.5 µM. 3 h; 100 = double the neutral-control signal;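 active = mean replicate activation of at least 60% and every replicate at or above 60%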;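 also: 0% = median plate neutral-control signal and 100% = twice that signal; values of inactives mirror those of a sister screen read the other way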
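material = CHO ldlA[mSR-BI] cells | medium = Ham's F12 with 0.5% BSA, HEPES 25 mM, pH 7.4 | reagent = fluorescent DiI-HDL, 10 µg/mL final | compound dosing = single-point compound dose | incubation = 3 h, 37 °C | measured by = bottom-read fluorescence, 550/595 nm | measure = HDL uptake via cellular fluorescence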
C-LANA FP: inhibitors of KSHV C-LANA binding to DNA, primary screen, biochemical, fluorescence polarization, FAM-LBS DNA, MBP-C-LANA, single point. Kaposi's sarcoma herpesvirus LANA C-terminal domain (residues 932-1162) DNA binding. inhibition, % at 9 µM. actives 0.078% (n = 340,000);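 active = highest replicate inhibition at or above 60% at 9 µM, even if other replicates fall short; inactive = all replicates below 60% inhibition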;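 also: 0% = neutral control wells and 100% = 4 µM acridine orange control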
PKA-R2B act: activators of PKA-R2B holoenzyme, primary screen, biochemical, fluorescence polarization, Cy5-IP20, human; activation, % at 11.4 µM; AID 504700, 2011; PKA-R2B holoenzyme dissociation; R2B truncated from residue 108, S112A mutant; 0% DMSO only, 100% 113 µM cGMP; cAMP-dependent protein kinase catalytic subunit beta (Homo sapiens) + cAMP-dependent …; actives 0.079% (n = 340,000);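 active = activation above a cutoff set at the mean over all compounds plus 3 SD, cut at about 18% in these data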;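 also: higher means more holoenzyme dissociation and a rise in polarization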
Keap1 Nrf2 FP: Keap1-Nrf2 protein-protein interaction inhibitors, primary screen, biochemical, fluorescence polarization, single point; Kelch-like ECH-associated protein 1 (Homo sapiens), Q14145; Keap1 Kelch-Nrf2 peptide fluorescence polarization, 1536-well; inhibition, % at 9.4 µM; AID 504523, 2011; actives 0.15% (n = 340,000); in the data active = inhibition above about 12%;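 also: human Keap1 Kelch domain with fluorescein labeled Nrf2 9mer peptide probe; 0% = neutral control wells and 100% = peptide positive control; higher means more block of Keap1 binding to Nrf2 peptide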
Target sequence (Q14145 whole entry, looked up, the tested form may be a part): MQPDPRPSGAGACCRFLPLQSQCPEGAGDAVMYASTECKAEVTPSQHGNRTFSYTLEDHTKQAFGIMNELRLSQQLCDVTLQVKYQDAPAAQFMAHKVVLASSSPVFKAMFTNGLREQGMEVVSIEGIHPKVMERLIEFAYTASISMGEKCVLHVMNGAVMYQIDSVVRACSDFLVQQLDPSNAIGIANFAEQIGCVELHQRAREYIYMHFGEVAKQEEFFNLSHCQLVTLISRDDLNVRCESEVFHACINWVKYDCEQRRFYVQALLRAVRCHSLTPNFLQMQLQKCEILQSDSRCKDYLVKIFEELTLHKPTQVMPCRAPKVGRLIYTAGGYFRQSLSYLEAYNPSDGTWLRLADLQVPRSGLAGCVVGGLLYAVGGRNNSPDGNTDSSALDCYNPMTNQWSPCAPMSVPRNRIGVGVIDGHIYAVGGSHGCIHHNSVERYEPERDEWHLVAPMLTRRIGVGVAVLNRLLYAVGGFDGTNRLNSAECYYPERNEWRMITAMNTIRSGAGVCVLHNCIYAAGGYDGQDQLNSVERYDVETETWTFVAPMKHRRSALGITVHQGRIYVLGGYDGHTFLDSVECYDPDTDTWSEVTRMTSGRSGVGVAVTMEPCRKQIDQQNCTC
Numbers without * were called inactive; / = no result given.

SMILES	Rtt109 Vps75	CAL PDZ FP-1	CAL PDZ FP-2	DAGLB inhibitor	RTF Ca sens inh	RTF Ca sens act	SR-BI DiI-HDL act	C-LANA FP	PKA-R2B act	Keap1 Nrf2 FP
N#Cc1c(-c2ccco2)nc(NCC2CCCO2)[nH]c1=O (stereo not drawn)	-0.4	-1.9	-1.3	-3.8	-1.9	0.7	42.6	1.4	7.3	-1.2
CC(=O)Nc1ccc(S(=O)(=O)NC(C)CCc2ccccc2)cc1 (stereo not drawn)	1.3	-2.4	-0.7	-3.7	1.2	-7.1	-10.0	-1.4	4.2	-0.4
CCOC(=O)C1CCCN(C(=O)c2ccc(OCC)cc2)C1 (stereo not drawn)	0.9	-16.5	-0.7	1.5	-3.3	-1.5	10.7	1.3	13.1	5.5
COc1ccc(S(=O)(=O)N2CCN(Cc3cccc(Cl)c3)CC2)cc1	2.0	-6.1	0.1	-3.9	-2.6	-0.2	11.1	1.0	-1.7	-2.9
COC(=O)C1=CN(C2CC2)C=C(C(=O)OC)C1c1ccc(C(=O)OC)cc1	-14.0	3.9	-2.0	-0.3	-10.3	2.5	-24.1	-0.5	-7.3	-4.3
COc1ccc(N2CCN(S(=O)(=O)CCNC(=O)c3cc(=O)c4ccccc4o3)CC2)cc1	1.9	-0.8	-2.7	0.6	-4.2	-0.4	-4.8	-1.4	-2.9	-4.9
Cc1ccc(S(=O)(=O)NC(=O)c2ccccc2F)cc1	-4.9	10.1	0.5	3.3	-13.5	4.8	8.3	0.0	-4.5	-1.2
Cc1nn(-c2ccccc2)c(C)c1/C=N/Nc1nc2ccccc2[nH]1	3.8	-2.6	-0.2	4.2	2.1	-2.1	-56.8	1.5	-9.3	1.5
O=C(c1cccc(N2C(=O)C3CC=CCC3C2=O)c1)N1CCCc2ccccc21 (stereo not drawn)	9.1	-6.8	-8.6	-3.0	-7.8	5.8	-39.8	5.5	10.2	2.0
CCCC(=O)Nc1cc(-c2nn(C)c(=O)c3ccccc23)ccc1N1CCCCC1	-1.6	/	-2.8	0.5	-0.9	1.7	-2.2	-2.1	-1.6	-1.3
CCOC(=O)c1cc(-c2csc(-c3cccc(Cl)c3)n2)on1	7.5	-7.7	0.9	-2.7	2.1	1.9	5.6	-0.6	0.2	2.1
CCOC(=O)c1c(NC(=O)COC(=O)c2nccnc2N)sc2c1CCC2	-3.7	-2.1	-0.7	0.8	-8.1	1.9	11.1	-2.4	-3.5	1.2
O=C(NC1CCCCCC1)C(=S)NC1CCCCC1	-1.7	7.8	-1.9	1.8	1.6	-2.4	3.3	1.7	-10.7	-5.2
CCOC(=O)C1CCN(C(=O)c2sc3ncnc(N4CCC(C)CC4)c3c2C)CC1	15.4	3.4	0.1	-2.1	-1.8	3.8	-11.1	-0.2	-9.4	-7.1
COc1ccc(/C=N/NC(=S)Nc2ccccc2)cc1COc1ccc(F)cc1	5.1	-2.3	-2.6	-1.6	7.4	-4.9	23.6	1.2	-1.1	0.7
Cc1c(C(=O)Nc2c(F)cccc2F)sc2ncn(CC(=O)N3CCCCC3)c(=O)c12	0.9	-1.1	-2.1	0.0	-9.2	4.0	-12.3	-0.7	-9.5	-1.9
COc1cc2c(cc1OC)CN(C(=O)c1cc(S(=O)(=O)N3CCOCC3)ccc1Cl)CC2	3.2	2.8	-3.2	-2.0	-6.5	5.7	-22.4	-0.1	-1.8	0.8
Cc1nnc(SCC(=O)NN2C(=O)NC3(CCCCC3)C2=O)s1	6.4	-6.2	-0.6	4.7	11.5	5.4	12.0	0.1	-2.6	1.6
Cc1ccc(S(=O)(=O)N2CCN(C(=O)Cn3nc(C)c([N+](=O)[O-])c3C)CC2)c(C)c1	11.4	-2.2	-2.4	2.4	-4.4	3.1	-32.5	1.6	2.2	1.4
Cc1ccc(S(=O)(=O)N(C)C)cc1NC(=O)COC(=O)COc1ccc2c(C)cc(=O)oc2c1	6.5	/	-0.4	-1.8	2.2	3.7	6.3	-1.9	-7.3	-3.0
COc1ccc(C(=O)CCC(C)(C)[N+](=O)[O-])cc1OC	-5.6	33.0*	-0.2	-1.9	1.0	0.5	-1.1	0.3	-11.9	-0.4
CC(C)n1nc(C(=O)Nc2nnc(SCc3c(Cl)cccc3Cl)s2)c2ccccc2c1=O	-4.4	-3.3	-2.9	-0.7	-6.1	1.6	15.0	2.8	-2.5	-6.4
Cc1ccccc1NC(=O)Cc1nc(COC(=O)C(C)C)cs1	5.3	-2.5	-2.2	-0.4	-2.3	-5.8	-1.3	-3.2	-3.8	-3.2
Cc1nc(NCC2CCCO2)c2nnn(Cc3c(F)cccc3Cl)c2n1 (stereo not drawn)	-7.3	/	-0.3	1.6	1.1	-1.0	-7.5	-0.7	3.3	-3.6
COc1ccc2nc(NC(=O)C3CCCN(S(=O)(=O)c4c(C)noc4C)C3)sc2c1 (stereo not drawn)	4.6	/	-1.6	2.4	-4.0	2.0	-56.0	0.6	2.8	-6.0

With a hit mark in CAL PDZ FP-1, among the entries above:
SMILES	Rtt109 Vps75	CAL PDZ FP-1	CAL PDZ FP-2	DAGLB inhibitor	RTF Ca sens inh	RTF Ca sens act	SR-BI DiI-HDL act	C-LANA FP	PKA-R2B act	Keap1 Nrf2 FP
COc1ccc(C(=O)CCC(C)(C)[N+](=O)[O-])cc1OC	-5.6	33.0*	-0.2	-1.9	1.0	0.5	-1.1	0.3	-11.9	-0.4

Results in CAL PDZ FP-1, Rtt109 Vps75 and C-LANA FP (three entries from above):
SMILES | CAL PDZ FP-1 | Rtt109 Vps75 | C-LANA FP
Cc1c(C(=O)Nc2c(F)cccc2F)sc2ncn(CC(=O)N3CCCCC3)c(=O)c12 | -1.1 | 0.9 | -0.7
COc1cc2c(cc1OC)CN(C(=O)c1cc(S(=O)(=O)N3CCOCC3)ccc1Cl)CC2 | 2.8 | 3.2 | -0.1
Cc1nnc(SCC(=O)NN2C(=O)NC3(CCCCC3)C2=O)s1 | -6.2 | 6.4 | 0.1

Following part:
SMILES	Rtt109 Vps75	CAL PDZ FP-1	CAL PDZ FP-2	DAGLB inhibitor	RTF Ca sens inh	RTF Ca sens act	SR-BI DiI-HDL act	C-LANA FP	PKA-R2B act	Keap1 Nrf2 FP
CCCN1CCN(c2ncnc3scc(C4COc5ccccc5O4)c23)CC1 (stereo not drawn)	3.1	4.5	0.1	-2.6	1.0	5.7	5.7	1.0	-12.9	-1.1
CCOC(=O)C1=C(N)c2ccccc2CC1C1CCCC1 (stereo not drawn)	-6.8	-0.6	-2.6	-4.7	-0.9	-2.7	-11.1	-0.1	-17.7	-4.2
COc1ccc(CCCc2nnc(SCC(=O)N/N=C\c3ccc(O)c(OC)c3)o2)cc1C	3.6	/	0.3	-1.9	-5.8	3.2	-30.2	0.5	-1.0	1.0
COc1ccccc1CN1CC(C(=O)NCCSc2nnnn2C)CCC1=O (stereo not drawn)	0.3	-0.1	-2.1	-1.4	4.4	3.3	/	-1.2	-1.0	-6.8
COc1cccc(CNC(=O)CSCc2cnn(-c3ccccc3)c2-n2cccc2)c1OC	5.0	1.8	-2.7	-6.2	-3.4	-1.8	-11.9	-2.4	3.2	0.5
O=C(CCCN=C1NS(=O)(=O)c2ccccc21)OCC(=O)c1ccccc1Cl	5.8	-3.3	-0.6	-2.2	1.0	8.0	-8.5	-1.6	2.8	-6.5
C=CC(COCc1ccccc1)N(C(=O)OC(C)(C)C)S(=O)(=O)c1ccccc1Br (stereo not drawn)	0.3	-2.0	-1.4	-12.7	-24.8	7.9	4.1	-3.7	-4.3	-2.1
CC12CCC(C(=O)NCc3ccc(Cl)cc3)(OC1=O)C2(C)C (stereo not drawn)	-14.3	/	-2.7	-1.0	3.3	-1.6	25.3	-1.5	-3.3	-2.4
Cc1ccccc1N1CCN(C(=O)c2ccccc2NC(=O)/C=C\C(=O)O)CC1	-0.9	3.2	-3.6	-2.4	0.7	1.7	/	0.4	9.1	-4.6
Cc1ccc(-n2c(-c3nn(C)c(C)c3Cl)n[nH]c2=S)cc1	8.2	-2.8	-2.6	-0.3	-4.4	3.4	21.8	0.6	5.5	4.3
C(=Nc1ccccc1)c1ccc[nH]1	-1.5	-1.1	-0.1	0.8	5.8	1.1	-2.2	-2.1	0.8	1.5
COc1ccc(S(=O)(=O)N2CCCC2C(=O)Nc2ccc(O)cc2)cc1 (stereo not drawn)	0.2	0.3	-2.4	-4.5	-2.8	8.7	-0.6	2.2	4.2	-3.2
CCOC(=O)CCCCC(=O)c1[nH]c(=O)[nH]c1CSc1nc2ccccc2[nH]1	-13.5	-1.8	-3.4	-0.1	-5.8	-3.9	-16.5	-1.0	-7.7	-5.2
Cc1nn(CCc2n[nH]c(=S)n2C)c(C)c1Br	-11.4	-1.6	0.1	0.1	-4.3	-9.3	6.2	0.2	1.8	-2.3
COC(=O)CN1C(=O)C(O)(CC(=O)c2ccc(Cl)cc2)c2ccccc21 (stereo not drawn)	-3.3	0.6	-0.3	3.8	-1.8	2.2	1.9	0.8	-4.3	-2.8
CCn1ccnc1CN1CCC(n2nccc2NC(=O)CCc2ccccc2)CC1	-8.2	0.0	-0.8	-0.9	2.0	-2.7	9.0	-0.4	-11.5	1.4
CC(C)(C)NC(=O)CN(Cc1cccnc1)C(=O)c1csnn1	-3.2	-1.4	-0.4	0.4	-1.7	2.9	33.6	1.3	1.6	-1.4
Cc1cccc(NC(=O)COc2cccc3c2CCN(Cc2ccccc2)C3=O)c1C	-6.1	-3.6	-2.5	-12.0	-11.5	7.4	-2.9	1.1	-7.4	1.9
CCC1CCCCN1C(=O)c1noc(C(C)C)c1[N+](=O)[O-] (stereo not drawn)	2.0	-1.0	-0.2	-1.6	-4.9	-2.7	22.9	0.7	-21.0	-0.7
CCCN(CCC)c1cc(Cl)nc(N)n1	7.6	-3.9	0.2	-4.9	-2.5	-1.9	7.0	-0.4	1.5	-0.9
COc1ccc(CNC(=O)CN(C)S(=O)(=O)c2ccc(Br)s2)cc1	-10.0	3.7	-2.0	-2.3	-2.4	-0.7	/	-0.2	3.3	-3.9
CCOc1ccccc1NC(=O)c1ccc(OCC)c([N+](=O)[O-])c1	1.6	-1.7	0.1	-6.3	-6.2	4.7	-72.8	-0.3	-3.4	-1.6
